Source: PubChem
ATXN2 expr inh: inhibitors of ATXN2 expression | 360,000 tested, 0.72% active | HEK-293 ATXN2-luciferase reporter, luminescence, 24 h | Potency, µM (series often up to 57 µM), for inactives: at the top dose activity change, negative = inhibition, actives largely listed as inhibitors; also: potency is read from the fitted curve at half-maximal effect; % is scaled to controls: 0 for no effect and ±100 for the full control effect; nearly all actives have a fitted effect of over 55% in size
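ATXN2-luciferase reporter cells (luciferase flanked by upstream and downstream ATXN2 gene portions) were treated 24 h at 37 °C with compounds at up to 57 uM. SteadyGlo luminescence gave expression; GF-AFC fluorescence gave viability.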
A549 viability: kills or reduces viability of A549 cells in Nrf2 counter-screen | A549 ARE-Fluc cells, CellTiter-Fluor viability, 18-24 h | Potency, µM (series often up to 46 µM), without a hit: at the highest dose activity change, negative = cytotoxicity, most hits filed as inhibitors | 390,000 tested, 0.16% active | AID 504648; also: potency is read from the fitted curve at half-maximal effect; % is scaled to controls: 0 for no effect and ±100 for the full control effect
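A549 ARE-Fluc cells in 5% FBS OPTI-MEM, 5000 cells/well, rested 2 h then exposed to compounds in concentration-response for 18-24 h at 37 °C. Viability by CellTiter-Fluor fluorescence (Ex 405/Em 525) after 30 min; luciferase luminescence (BugLite, 15 min, RT) read afterwards.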
Nrf2 inh: inhibitors of Nrf2 signaling; A549 ARE-Fluc reporter, luciferase luminescence, 18-24 h; Potency, µM (series often up to 46 µM), inactives show at the highest dose activity change, negative = inhibition, most hits filed as inhibitors; 360,000 tested, 2.1% active; AID 504444; also: potency is read from the fitted curve at half-maximal effect; % is scaled to controls: 0 for no effect and ±100 for the full control effect; nearly all actives have a fitted effect of over 60% in size
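Nrf2 activity is the BugLite luminescence, read 15 min after reagent at room temperature, following CellTiter-Fluor cytotoxicity readout (30 min, 37C). Compound titrations were applied for 18-24 h to 5000 A549 ARE_Fluc cells/well in 5% FBS OPTI-MEM.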
HepG2 tox: counter-screen for TGF-b inhibitors: cytotoxicity in HepG2 cells | 410,000 tested, 0.76% active | HepG2 CAGA-GFP viability, ATP luminescence, 18 h | Potency, µM (highest dose often 46.1 µM), inactives show at the top dose activity change, negative = cytotoxicity, usual class: cytotoxic; also: potency is read from the fitted curve at half-maximal effect; some results filed as inactive show a strong effect at the top dose
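HepG2 CAGA-GFP cells (1000/well, DMEM with 1% FBS) received compound, then TGF-beta at 500 pg/mL final, and were incubated 18 hours at 37 degrees C. Viability was read by CellTiter-Glo luminescence. Media-only wells were set as complete cell-killing and DMSO as no toxicity.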
IL1B secr inh: inhibitors of inflammasome signaling (IL-1 beta secretion); THP-1 LPS/ATP IL-1B secretion, AlphaLISA, 16 h; hits give low values; activity change, % at 57.5 µM; 360,000 tested, 4.7% active; AID 743279; in the data active = activity change below about -50%; inconclusive = mostly about -30% to -49%; also: % is scaled to controls: 0 for no effect and ±100 for the full control effect
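THP-1 cells pretreated 1 hr with compounds (up to 57.5 uM final), then stimulated with LPS (250 ng/mL final) plus ATP (1.25 mM final); secreted IL-1B measured by AlphaLISA after 16 hr, decreased signal indicating inhibition.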
S2 tox: reduces viability in counter-screen for ATXN expression inhibitors | S2 cells (HEK-293 line with an ATXN2-luciferase reporter) viability, CellTiter-Fluor protease fluorescence, 24 h | Potency, µM (doses to about 56.7 µM), most hits filed as cytotoxic | 400,000 tested, 0.49% active | AID 651635; also: potency is read from the fitted curve at half-maximal effect; nearly all actives have a fitted effect of over 40% in size
Nrf2 activator: activators of Nrf2 (ARE) signaling | AREc32 ARE-luciferase reporter (MCF7-derived line), luminescence, 24 h | AID 624171 | 410,000 tested, 0.31% active | Potency, µM (top dose mostly 46.1 µM), for inactives: at the highest dose activation, hits mostly activators; also: potency is read from the fitted curve at half-maximal effect; % of control where 0% means no effect; nearly all actives have a fitted effect of over 65% in size
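AREc32 cells carrying an ARE-driven firefly luciferase, 1000 cells/well in OPTI-MEM with 5% FBS, dosed after overnight attachment and incubated 24 hr at 37 deg C. Steady-Glo luminescence read after 30 min at RT.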
TGFb inhibitor: TGF-b pathway inhibition. HepG2 CAGA-GFP TGF-b/SMAD3 reporter, GFP fluorescence, 18 h; TGF-beta stimulated, 500 pg/mL final. Potency, µM (highest dose often 46.1 µM), for inactives: top-dose activity, negative = inhibition, usual class: inhibitors. 410,000 tested, 1.2% active. AID 588855; also: potency is read from the fitted curve at half-maximal effect; % is scaled to controls: 0 for no effect and ±100 for the full control effect; nearly all actives have a fitted effect of over 65% in size
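Inhibition of TGF-beta-driven CAGA-GFP reporter expression in HEPG2 cells is measured by cellular GFP fluorescence after 18 h stimulation with 500 pg/mL recombinant TGF-beta in 1% FBS medium at 37 degrees C.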
MCF10A rereplic: DNA re-replication induction in MCF 10a cells; MCF 10A DNA re-replication, Hoechst nuclear intensity, 48 h; Potency, µM (highest dose often 46.1 µM), inactives show at the top dose activity, positive = re-replication, most hits filed as activators; 350,000 tested, 2.9% active; AID 624296; also: potency is read from the fitted curve at half-maximal effect; % of control where 0% means no effect; nearly all actives have a fitted effect of over 50% in size
* marks the source's active call; other numbers are inactive results; i = inactive; ? = inconclusive; / = not tested or not shown; [ ] = dose if it differs, or a comment. Unless noted, calls follow the shape of the dose curve; as a rule, active = well fitted curve in the direction sought with a large enough effect; inconclusive = small, poorly fitted or top-dose-only effect, or another doubt; inactive = no such curve, though single readings can be large; an effect the other way counts as inactive or inconclusive.

molecule,ATXN2 expr inh,A549 viability,Nrf2 inh,HepG2 tox,IL1B secr inh,S2 tox,Nrf2 activator,TGFb inhibitor,MCF10A rereplic
COc1cccc(NC(=O)COc2c(F)c(F)c(C(F)(F)F)c(F)c2F)c1,-11%,0%,-10%,-26%,-1,i,0.2%,3%,-3%
COc1ccc(CNC(=O)CN(CC2CCCO2)C(=O)CNS(=O)(=O)c2ccc(F)cc2)cc1 (stereo not given),0%,2%,-5%,-1%,18,i,-0.9%,-24%,0%
Cc1cc(C)c(-n2nnnc2SCC(=O)c2cc3ccccc3o2)c(C)c1,-16%,1%,?,-1%,-2,i,-0.2%,6%,1%
COc1cccc(-c2cn3c(n2)sc2cc(C(=O)NCCc4ccc(OC)c(OC)c4)ccc23)c1,/,7%,-14%,-47%,/,/,4.6%,-32%,/
Cc1ccc(Nc2c([N+](=O)[O-])c(=O)n(C)c3ccccc23)cc1,-29%,0%,5%,-9%,0,?,14%,-17%,?
COc1ccc(NC(=O)CN(C)C(=O)c2ccc(N3CCCCC3)c([N+](=O)[O-])c2)cc1,-5%,?,?,-9%,-2,i,0.5%,0%,15%
CCO/C(C)=C1/SC(=S)NC1=O,-5%,-16%,5%,8%,-1,i,-0.1%,21%,5%
Cc1cc(NC(=O)C(C)SCC(=O)N(Cc2ccccc2)c2ccccc2)no1 (stereo not given),25%,-1%,?,-4%,5,i,-0.8%,-16%,?
Cc1cc(C)n2nc(CCCO)nc2n1,-2%,-7%,0%,8%,10,i,-0.5%,?,?
CCCC1CC(CCc2ccccc2)OS(=O)(=O)N1 (stereo not given),-10%,3%,5%,0%,11,i,2.5%,-1%,?
C[N+](C)(C)CCOc1ccc([N+](=O)[O-])cc1,-27%,-7%,-9%,-27%,-5,i,-0.8%,-23%,-5%
Fc1ccc(-n2ncc3c(NCCCn4ccnc4)ncnc32)cc1,13%,6%,/,-15%,/,i,3.9%,-12%,/

Laid out differently: results already given
Cc1cc(NC(=O)C(C)SCC(=O)N(Cc2ccccc2)c2ccccc2)no1 (stereo not given)
  ATXN2 expr inh: 25%	A549 viability: -1%	Nrf2 inh: ?	HepG2 tox: -4%	IL1B secr inh: 5	S2 tox: i	Nrf2 activator: -0.8%	TGFb inhibitor: -16%	MCF10A rereplic: ?
Cc1cc(C)n2nc(CCCO)nc2n1
  ATXN2 expr inh: -2%	A549 viability: -7%	Nrf2 inh: 0%	HepG2 tox: 8%	IL1B secr inh: 10	S2 tox: i	Nrf2 activator: -0.5%	TGFb inhibitor: ?	MCF10A rereplic: ?

The listing continues.
molecule,ATXN2 expr inh,A549 viability,Nrf2 inh,HepG2 tox,IL1B secr inh,S2 tox,Nrf2 activator,TGFb inhibitor,MCF10A rereplic
COc1cc2cc(C(=O)NC(C)c3cccc4ccccc34)c(N)nc2cc1OC (stereo not given),?,/,/,/,?,i,8.1%,/,/
CC1CCN(C(=O)c2ccccc2NC(=O)Cc2ccccc2)CC1,21%,1%,?,12%,30,i,0.3%,28%,4%
Cn1c(=O)c2c(SCC(=O)N3CCc4ccccc43)nc(-c3ccccc3Cl)nc2n(C)c1=O,1%,13%,/,-2%,/,?,-0.8%,2%,/
CCc1ccc(NC(=S)NCc2ccccc2)cc1,-8%,2%,4%,17%,21,i,0.0%,-10%,2%
Fc1ccc(-c2csc(N3CCOCC3)n2)cc1,71%[activator],1%,?,-28%,1,i,-0.3%,-4%,-2%
Cc1ccc(S(=O)(=O)NC2CC(C)(C)NC(C)(C)C2)cc1,11%,0%,12%,-1%,14,i,0.1%,18%,8%
Cc1cc(N/N=C/c2ccncc2)c([N+](=O)[O-])cc1[N+](=O)[O-],-9%,1%,18%,-35%,26,i,0.7%,18%,-5%
CC(=O)c1csc(COc2ccc(Cl)cc2)n1,70%[activator],3%,-27%,1%,-7,i,1.0%,-1%,-4%
CCOC(=O)c1c(NC(=O)c2ccc(C)cc2)sc2c1CCCCC2,5%,3%,23%,3%,/,i,0.5%,1%,/
O=C(Cn1nnc(-c2ccc(CN3CCOCC3)cc2)n1)Nc1nc(-c2ccccc2)cs1,-10%,-1%,16µM*,-44%,-20,i,2.1%,13µM*,9%
CCN(CC)c1ccc(C(=O)OCC(=O)Nc2cc(C)on2)cc1,/,5%,-24%,-15%,-4,i,2.6%,20%,1%
ON1C(c2ccccc2)CC2(O)c3nonc3CCC12 (stereo not given),-8%,-5%,-19%,-10%,-5,i,0.6%,18%,6%
CCc1ccc(OCCOCC(O)CNC(C)CC)cc1 (stereo not given),-8%,-2%,?,-23%,0,i,0.2%[9.22 µM],0%,6%
Cn1c(/C(C#N)=C(\O)CN2CCN(Cc3ccccc3)CC2)nc2ccccc21,-13%,5%,3%,-31%,-10,i,3.2%,?,-2%
COc1cccc(OCCNc2ccc([N+](=O)[O-])cn2)c1,-4%,-11%,?,-19%,40,i,0.1%,-16%,5%
O=c1c2ccccc2ncn1CCOc1ccccc1[N+](=O)[O-],/,0%,8%,1%,13,?,0.5%,-13%,1%
CC(=O)C1=C(O)C(=O)N(CCNCCO)C1c1ccccc1 (stereo not given),3%,0%,2%,3%,10,i,1.4%,25%,2%
Cc1cccc(C)c1NC(=O)CSc1nc(COc2ccccc2)nc2ccccc12,3%,?,3%,-1%,23,i,-0.2%,-9%,?
Cc1ccc(-n2c(=O)c3c(cnn3C)n(CC(=O)Nc3cccc(C)c3)c2=O)cc1,15%,-1%,10%[9.27 µM],-20%,/,i,0.1%,-17%,/
CCc1cccc(NC(=O)C(Cc2ccccc2)n2cccc2)c1 (stereo not given),/,-13%,21µM*,-51%,/,/,-0.3%,?,/
O=[N+]([O-])c1ccc(S(=O)(=O)Nc2nnc(C(F)(F)F)s2)cc1,-19%,-1%,-1%,-33%,5,i,0.1%,?,?
C#CCOC(=O)CCC(=O)NCCc1ccccc1,-3%,-2%,/,1%,8,i,0.0%,2%,?
O=C1CC(NS(=O)(=O)c2cccs2)CN1c1cccc(F)c1 (stereo not given),-13%,1%,-3%,-12%,-4,i,0.0%,2%,?
CCn1c(NC(C)=O)c(-c2ccccc2Cl)c(=O)c2ccccc21,1%,1%,4%,13%,-1,i,0.5%,17%,2%
Cc1ccc2cc(CN(Cc3ccco3)C(=O)c3ccco3)c3nnnn3c2c1,-10%,7%,9%,-8%,-1,i,1.6%,7%,-2%
CCn1ccnc1CN(C)C(=O)C1CCC(=O)N(CCc2cccc(F)c2)C1 (stereo not given),1%,-5%,?,-1%,-6,i,-0.2%,-25%,-2%
O=C(O)CC1=C(O)C(=O)N(c2ccccc2)C1c1ccc(Br)cc1 (stereo not given),5%,-3%,10%,5%,0,i,0.3%,7%,4%
Cc1ccc(C)c(S(=O)(=O)Nc2ccc(C(=O)NCCCN(C)C)cc2)c1,/,/,/,-11%,-11,?,0.5%,-6%,/
CC1(C(=O)NS(=O)(=O)c2cccc(F)c2)CCN1C(=O)c1cccc2ccccc12 (stereo not given),-2%,/,/,2%,21,i,0.1%,17%,/
OC(c1cccc(Cl)c1)c1nc(-c2ccc3c(c2)OCO3)cs1 (stereo not given),-4%,/,/,-17%,7,i,0.8%[9.22 µM],-21%,/
O=C(NC(=S)Nc1cccc(Cl)c1N1CCOCC1)c1cccs1,/,11%,-18%,-5%,2,i,-1.0%,-38%,-1%
O=C(NCC1CCCO1)c1sc(=S)n2c1[nH]c(=O)c1ccc(C(=O)N3CCCCC3)cc12 (stereo not given),5%,-28%,-22%,-8%,28,i,-0.4%,-20%,?
Cc1cc(=O)oc2cc(OCc3nnc(-c4ccccc4Br)o3)ccc12,6%,-16%,-18%,-2%,-3,i,-0.4%,0%,?
CC(C)OC(=O)NCCOC(=O)Nc1cccc(Cl)c1,35%[activator],0%,-7%,-26%,-16,i,0.2%,-9%,9%
O=C(NC1=NCCS1)[C@H](Cc1ccccc1)N1C(=O)c2ccccc2C1=O,-33%,0%,14%,-1%,16,i,-0.9%,-1%,-1%
CC1(C(=O)NS(=O)(=O)c2ccccc2Cl)CCN1C(=O)CC(c1ccccc1)c1ccccc1 (stereo not given),9%,/,/,2%,28,i,0.4%[9.22 µM],-8%,/
O=C(CSc1n[nH]c(-c2ccccc2)n1)Nc1ncc(Br)cc1Br,1%,-7%,7%,3%,19,i,2.7%,?,-2%
Cc1noc(C)c1C(=O)N1CCC1(C)C(=O)NS(=O)(=O)c1ccc(C#N)cc1 (stereo not given),12%,/,/,5%,-6,i,-0.2%,7%,/
COc1ccccc1Nc1nc2nonc2nc1N1CCCCC1C (stereo not given),-13%,-5%,?,-2%,0,i,-0.1%,14%,29%
CCOc1cc(NCCN2CCOCC2)c([N+](=O)[O-])cc1OCC,-3%,-19%,-5%,5%,8,i,-0.7%,1%,-1%
O=S(=O)([N-]c1nc2ccccc2nc1-[n+]1ccc(CCCc2ccccc2)cc1)c1cccs1,-6%,-5%,-12%,-12%,?,i,4.2%,30%,0%
O=C1CN(C(=O)COC(=O)/C=C/c2ccc(S(=O)(=O)N3CCOCC3)cc2)c2ccccc2N1,/,0%,1%,-2%,-28,i,-0.6%,-25%,-6%
COc1cccc(COC(=O)c2cc(S(=O)(=O)N3CCOCC3)ccc2Cl)c1OC,-2%,-2%,16%,2%,26,i,4.9%,-6%,5%
CCOC(=O)N1CCN(C(=O)COC(=O)CNC(=O)c2ccc(Cl)cc2Cl)CC1,2%,-3%,8%,-4%,0,i,-0.6%,-19%,0%
